# Mtb BioA inh: BioA (M. tuberculosis) enzyme inhibition. AID 602481. purified M. tuberculosis BioA enzyme, plate reader. inhibition, % at 9.99 µM. 360,000 compounds, 0.096% hits; in the data active = inhibition above about 40%
# Numbers without * were called inactive. Only part of the results is shown; the hit share may differ from the screen's.
SMILES,Mtb BioA inh
COc1cccc(NC(=O)Nc2ccc3c(c2)C(=O)N(C)C[C@@H](OC)[C@H](C)CN[C@H](C)CO3)c1,-1.3
C[C@H]1CN([C@@H](C)CO)C(=O)c2cc(/C=C/c3ccccc3)cnc2O[C@H]1CN(C)C(=O)Cc1cccnc1,-4.5
CCC(=O)N(C)C[C@H]1Oc2cc(C#CC3CCCCC3)ccc2S(=O)(=O)N([C@H](C)CO)C[C@@H]1C,0.1
COc1ccc(S(=O)(=O)N(C)C[C@H]2Oc3ccc(NC(=O)NC(C)C)cc3CC(=O)N([C@H](C)CO)C[C@H]2C)cc1,-1.8
COc1ccc(NC(=O)N(C)C[C@H]2Oc3ccc(NC(=O)NC4CCCCC4)cc3CC(=O)N([C@@H](C)CO)C[C@@H]2C)cc1,-0.2
C[C@H]1CN([C@@H](C)CO)C(=O)c2cc(/C=C/c3ccccc3)cnc2O[C@@H]1CN(C)C,-0.6
COc1ccc(C(=O)N2C[C@H]3[C@@H](c4ccccc42)[C@H](CO)N3C(=O)c2cccc(F)c2)cc1,-1.8
OC[C@@H]1[C@@H](c2ccc(C#Cc3ccccc3F)cc2)[C@H]2CN(CC3CCOCC3)CCCCN12,-7.8
CCCC#Cc1ccc([C@@H]2[C@@H](CO)N3CCCCN(Cc4cccnc4)C[C@@H]23)cc1,6.1
COCC(=O)Nc1ccc2c(c1)OC[C@@H](C)N(CCC(F)(F)F)C[C@@H](C)[C@@H](OC)CN(C)C2=O,2.3
C[C@H](CO)N1C[C@H](C)[C@H](CN(C)C(=O)Cc2ccccc2)OCCCC[C@H](C)Oc2ccc(NC(=O)c3ccccc3)cc2C1=O,-2.1
C[C@H]1CCCCO[C@@H](CN(C)C(=O)Nc2ccccc2)[C@@H](C)CN([C@@H](C)CO)C(=O)c2cc(NC(=O)Cc3ccccc3)ccc2O1,-1.5
C[C@@H]1CN([C@H](C)CO)C(=O)c2cc(NS(=O)(=O)c3ccc(Cl)cc3)ccc2O[C@H]1CN(C)S(=O)(=O)c1cccs1,0.5
C[C@@H](NC(=O)C[C@H]1CC[C@@H]2[C@H](COC[C@@H](O)CN2C(=O)Nc2ccccc2)O1)c1ccccc1,0.0
CCNC(=O)[C@H]1[C@H](CO)[C@H]2Cn3c(ccc(-c4ccccc4)c3=O)[C@@H]1N2Cc1ccccc1,2.9
C[C@H]1CN([C@@H](C)CO)C(=O)c2cc(NC(=O)Nc3ccc(F)cc3)ccc2O[C@@H]1CN(C)S(=O)(=O)c1ccccc1,1.7
O=C(Nc1cccc(Cl)c1)N[C@H]1CC[C@H](CCNC(=O)C2CCOCC2)O[C@H]1CO,-0.8
O=C(NC1Cc2ccccc2C1)[C@@H]1N[C@@H]2c3cccc(=O)n3C[C@@H]2[C@H]1CO,-1.5
C[C@@H]1CN([C@H](C)CO)C(=O)Cc2cc(NC(=O)Cn3cnnn3)ccc2O[C@@H]1CN(C)Cc1ccc(-c2ccccc2)cc1,-0.3
CN1CCCCN2[C@H](CO)[C@H](c3ccc(-c4ccc(F)cc4)cc3)[C@@H]2C1,-6.2
Cc1cc(C(=O)Nc2cccc3c2O[C@@H](CN(C)C(=O)Nc2ccc4c(c2)OCO4)[C@H](C)CN([C@@H](C)CO)C3=O)n(C)n1,-0.3
C[C@H](NC(=O)C[C@H]1CC[C@@H](NC(=O)C2CCOCC2)[C@H](CO)O1)c1ccccc1,-1.5
O=C(C[C@H]1CC[C@H]2[C@@H](COC[C@H](O)CN2Cc2ccc3c(c2)OCO3)O1)Nc1ccc(-c2ccccc2)cc1,-1.9
COc1ccc(CN(C)C[C@@H]2OCCCC[C@H](C)Oc3ccc(N(C)C)cc3C(=O)N([C@H](C)CO)C[C@@H]2C)cc1,-0.6
C[C@H](CO)N1C[C@H](C)[C@@H](CN(C)Cc2cccc(F)c2)Oc2ncc(C3=CCCC3)cc2C1=O,19
SMILES,Mtb BioA inh
COc1ccccc1C(=O)Nc1ccc2c(c1)OC[C@H](C)N(C)C[C@H](C)[C@@H](OC)CN(C)C2=O,-2.6
C=CCNC(=O)[C@@H]1[C@H]2C(=O)O[C@H](c3ccccc3)[C@H](c3ccccc3)N2[C@H](c2ccc(O)cc2)[C@@]12C(=O)N(C(=O)OCCOC)c1ccc(C#Cc3ccc(OC)cc3)cc12,0.9
C[C@H]1CN([C@@H](C)CO)C(=O)c2cc(NC(=O)Nc3cccc4ccccc34)ccc2O[C@H]1CN(C)C(=O)NC1CCCCC1,-0.8
C[C@@H]1CN([C@@H](C)CO)C(=O)c2cc(C#C[C@@H](C)O)cnc2O[C@@H]1CN(C)C(=O)Cc1ccncc1,-2.9
CCC(=O)N1C[C@H]2[C@@H](c3ccccc31)[C@@H](CO)N2Cc1ccc(F)cc1,2.7
CN(C)c1ccc2c(c1)[C@H]1C[C@H](CC(=O)NCc3ccc(Cl)cc3)O[C@@H](CO)[C@H]1O2,-0.5
COc1cccc(-c2ccc([C@H]3[C@H]4CN(C(=O)c5ccc(F)cc5)CCCCN4[C@H]3CO)cc2)c1,-7.1
O=C([C@@H]1[C@@H](CO)[C@@H]2Cn3c(ccc(-c4ccccc4)c3=O)[C@H]1N2)N1CCCCC1,-0.4
O=C(C[C@@H]1CC[C@@H]2[C@H](COC[C@H](O)CN2Cc2ccccc2F)O1)N[C@@H]1CCN(Cc2ccccc2)C1,-0.3
CCC(=O)N[C@@H]1CC[C@H](CC(=O)NCCN2CCCCC2)O[C@@H]1CO,-1.9
C[C@@H]1CN([C@@H](C)CO)C(=O)c2cc(C#CCc3ccccc3)cnc2O[C@H]1CN(C)CC1CCCC1,3.0
C[C@H](CO)N1C[C@H](C)[C@H](CN(C)S(=O)(=O)c2cn(C)cn2)Oc2c(NS(C)(=O)=O)cccc2C1=O,-0.5
Cc1ccccc1S(=O)(=O)N1CC[C@@H]2[C@H](CO)Nc3ccc(-c4cccc(C#N)c4)cc3[C@@H]21,-1.3
CCN(C[C@@H]1[C@@H](c2ccc(-c3ccccc3)cc2)[C@H](CO)N1C(C)=O)C(C)=O,12
O=C(C[C@H]1C[C@H]2c3cc(NC(=O)Nc4ccccc4F)ccc3O[C@H]2[C@H](CO)O1)NC1CCCC1,-2.9
C[C@@H]1CCCCO[C@@H](CN(C)Cc2ccccc2)[C@@H](C)CN([C@H](C)CO)C(=O)c2cc(NS(=O)(=O)c3ccc(F)cc3)ccc2O1,-0.7
CCC(=O)N1CCCCN2[C@H](CO)[C@H](c3ccc(-c4ccc(F)cc4)cc3)[C@@H]2C1,-14
N#C[C@@H]1[C@H](c2ccc(C3=CCCC3)cc2)[C@@H](CO)N1C(=O)C1CCC1,7.6
O=C(C[C@@H]1C=C[C@H](NC(=O)CN2CCOCC2)[C@H](CO)O1)NCCc1ccccc1,-4.0
CC(C)NC(=O)Nc1ccc2c(c1)CC(=O)N([C@H](C)CO)C[C@H](C)[C@@H](CN(C)Cc1ccc3c(c1)OCO3)O2,1.9
C[C@@H]1CN([C@H](C)CO)C(=O)Cc2cc(NS(=O)(=O)c3cn(C)cn3)ccc2O[C@H]1CN(C)Cc1ccncc1,2.5
C[C@@H]1CN([C@@H](C)CO)C(=O)c2cccc(NC(=O)C3CCOCC3)c2O[C@H]1CN(C)Cc1ccccc1,-0.2
C[C@@H]1CCCCO[C@H](CN(C)C(=O)Nc2ccccc2)[C@@H](C)CN([C@H](C)CO)C(=O)c2cc(NS(=O)(=O)c3ccc(F)cc3)ccc2O1,-3.5
O=C(N[C@@H]1CC[C@@H](CCNS(=O)(=O)c2ccccc2)O[C@H]1CO)c1cccnc1,6.6
COc1ccc(S(=O)(=O)Nc2ccc3c(c2)CC(=O)N([C@@H](C)CO)C[C@H](C)[C@H](CN(C)C(=O)Nc2ccccc2)O3)cc1,-0.1
SMILES,Mtb BioA inh
O=C(NC1CCCC1)N1CCCCN2[C@H](C1)[C@H](c1ccc(-c3ccccc3)cc1)[C@@H]2CO,-1.8
O=C(C[C@H]1C=C[C@H](NC(=O)Nc2ccccc2F)[C@H](CO)O1)NCc1ccc(Cl)cc1,-1.3
C[C@@H]1CN([C@@H](C)CO)C(=O)c2cccc(NC(=O)C3CCOCC3)c2O[C@H]1CN(C)CC1CCCCC1,2.9
C[C@@H]1CN([C@H](C)CO)C(=O)c2cc(NC(=O)NC3CCCCC3)ccc2O[C@@H]1CN(C)Cc1ccncc1,-0.1
COc1ccccc1-c1cn(CC[C@@H]2CC[C@@H](NC(=O)NC(C)C)[C@@H](CO)O2)nn1,1.8
CC(C)C#Cc1ccc2c(c1)O[C@H](CN(C)CC1CCOCC1)[C@H](C)CN([C@H](C)CO)S2(=O)=O,0.3
Cn1cnc(S(=O)(=O)N2CCCCN3[C@H](CO)[C@@H](c4ccc(-c5ccccc5)cc4)[C@H]3C2)c1,0.3
CC(C)NC(=O)N(C)C[C@@H]1OCCCC[C@@H](C)Oc2ccc(NC(=O)C3CCCCC3)cc2C(=O)N([C@H](C)CO)C[C@@H]1C,0.8
C[C@H](CO)N1C[C@H](C)[C@@H](CN(C)S(=O)(=O)c2cccs2)Oc2ccc(NC(=O)C3CCCCC3)cc2CC1=O,0.2
COC(=O)C[C@@H]1CC[C@@H]2[C@H](COC[C@H](O)CN2S(=O)(=O)c2cn(C)cn2)O1,-1.3
C[C@@H]1CN([C@@H](C)CO)C(=O)Cc2cc(NC(=O)CCC(F)(F)F)ccc2O[C@@H]1CN(C)S(C)(=O)=O,-2.5
C[C@H]1CN([C@@H](C)CO)C(=O)c2cc(NS(C)(=O)=O)ccc2O[C@@H]1CN(C)S(=O)(=O)c1ccc(Cl)cc1,-1.3
C[C@@H]1CN([C@H](C)CO)C(=O)c2cc(C#CC3CCCCC3)cnc2O[C@H]1CN(C)C(=O)Cc1ccccn1,4.6
COc1ccc(S(=O)(=O)Nc2ccc3c(c2)CC(=O)N([C@H](C)CO)C[C@@H](C)[C@@H](CN(C)C)O3)cc1,0.3
C[C@H](CO)N1C[C@H](C)[C@H](CN(C)S(=O)(=O)c2cn(C)cn2)Oc2cc(C#Cc3ccc(F)cc3)ccc2S1(=O)=O,1.8
CC(=O)N(C)C[C@H]1Oc2cc(C#Cc3ccc(F)cc3)ccc2S(=O)(=O)N([C@@H](C)CO)C[C@H]1C,2.1
Cc1ccc(S(=O)(=O)N2C[C@H](O)COC[C@@H]3O[C@H](CC(=O)N[C@@H]4CCN(Cc5ccccc5)C4)CC[C@H]32)cc1,-0.6
CCNC(=O)[C@@H]1[C@@H](CO)[C@@H]2Cn3c(ccc(-c4cccc(F)c4)c3=O)[C@H]1N2C(=O)c1ccccn1,-0.2
C[C@@H]1CN([C@H](C)CO)C(=O)c2cc(-c3ccncc3)cnc2O[C@@H]1CN(C)C(=O)c1ccccc1F,-3.2
Cn1cnc(S(=O)(=O)N2C[C@@H](O)COC[C@H]3O[C@H](CC(=O)N4CCN(c5ccccc5)CC4)CC[C@@H]32)c1,-3.6
O=C(N[C@@H]1CC[C@@H](CCNS(=O)(=O)c2ccc(F)cc2)O[C@H]1CO)c1cnccn1,-0.8
COc1cccc(-c2ccc3c(c2)O[C@H](CN(C)C(C)=O)[C@@H](C)CN([C@H](C)CO)S3(=O)=O)c1,-0.4
C[C@@H]1CN([C@H](C)CO)C(=O)c2cccc(NC(=O)Nc3cccc4ccccc34)c2O[C@H]1CN(C)C(=O)NC1CCCCC1,0.2
C[C@@H]1CN([C@H](C)CO)C(=O)Cc2cc(NC(=O)Cc3cn(C)c4ccccc34)ccc2O[C@@H]1CN(C)Cc1ccc(Cl)c(Cl)c1,-5.7
CO[C@H]1CN(C)C(=O)c2ccc(NC(=O)c3ccc(F)cc3)cc2OC[C@@H](C)N(C(=O)CC2CC2)C[C@@H]1C,-0.2

# Twelve consecutive entries out of the list so far, quoted:
SMILES,Mtb BioA inh
O=C(NC1CCCC1)N1CCCCN2[C@H](C1)[C@H](c1ccc(-c3ccccc3)cc1)[C@@H]2CO,-1.8
O=C(C[C@H]1C=C[C@H](NC(=O)Nc2ccccc2F)[C@H](CO)O1)NCc1ccc(Cl)cc1,-1.3
C[C@@H]1CN([C@@H](C)CO)C(=O)c2cccc(NC(=O)C3CCOCC3)c2O[C@H]1CN(C)CC1CCCCC1,2.9
C[C@@H]1CN([C@H](C)CO)C(=O)c2cc(NC(=O)NC3CCCCC3)ccc2O[C@@H]1CN(C)Cc1ccncc1,-0.1
COc1ccccc1-c1cn(CC[C@@H]2CC[C@@H](NC(=O)NC(C)C)[C@@H](CO)O2)nn1,1.8
CC(C)C#Cc1ccc2c(c1)O[C@H](CN(C)CC1CCOCC1)[C@H](C)CN([C@H](C)CO)S2(=O)=O,0.3
Cn1cnc(S(=O)(=O)N2CCCCN3[C@H](CO)[C@@H](c4ccc(-c5ccccc5)cc4)[C@H]3C2)c1,0.3
CC(C)NC(=O)N(C)C[C@@H]1OCCCC[C@@H](C)Oc2ccc(NC(=O)C3CCCCC3)cc2C(=O)N([C@H](C)CO)C[C@@H]1C,0.8
C[C@H](CO)N1C[C@H](C)[C@@H](CN(C)S(=O)(=O)c2cccs2)Oc2ccc(NC(=O)C3CCCCC3)cc2CC1=O,0.2
COC(=O)C[C@@H]1CC[C@@H]2[C@H](COC[C@H](O)CN2S(=O)(=O)c2cn(C)cn2)O1,-1.3
C[C@@H]1CN([C@@H](C)CO)C(=O)Cc2cc(NC(=O)CCC(F)(F)F)ccc2O[C@@H]1CN(C)S(C)(=O)=O,-2.5
C[C@H]1CN([C@@H](C)CO)C(=O)c2cc(NS(C)(=O)=O)ccc2O[C@@H]1CN(C)S(=O)(=O)c1ccc(Cl)cc1,-1.3

# New compounds follow.
SMILES,Mtb BioA inh
C[C@H](NC(=O)C[C@H]1CC[C@H]2[C@H](COc3ccc(NS(=O)(=O)c4ccc(Cl)cc4)cc3C(=O)N2C)O1)c1ccccc1,-0.7
COc1cccc(S(=O)(=O)N2CC[C@@H]3[C@H](CO)Nc4ccc(-c5ccc(C#N)cc5)cc4[C@@H]32)c1,-2.3
COc1ccc(-c2ccc([C@@H]3[C@@H](CO)N4CCCCN(C(=O)Cc5ccccc5)C[C@H]34)cc2)cc1,-0.7
Cc1noc(C)c1NC(=O)Nc1ccc2c(c1)C(=O)N([C@H](C)CO)C[C@@H](C)[C@@H](CN(C)Cc1ccc(C(F)(F)F)cc1)OCCCC[C@H](C)O2,-0.1
COc1ccc(S(=O)(=O)Nc2ccc3c(c2)C(=O)N([C@H](C)CO)C[C@@H](C)[C@H](CN(C)C(=O)Nc2c(C)noc2C)O3)cc1,0.6
C[C@H](CO)N1C[C@H](C)[C@H](CN(C)Cc2ccccn2)Oc2ncc(-c3ccc(C#N)cc3)cc2C1=O,-0.6
